Bioassay records from PubChem.
CCT modulator = modulators of cytosolic chaperonin (CCT/TRiC) activity | activity change, % (no concentration beside the values), hits read low | 0.3% of 360,000 active | AID 651819 | purified chaperonin ATPase assay, HTRF ADP detection, 30 min; in the data active means activity change below about -30%; further: on the % scale 0 is the no-effect control and ±100 the full control effect
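Enzyme 40 or 20 nM (batch-dependent) in Tris pH 7.4/KCl/MgCl2/DTT; cpd 76 uM single point; ATP 10 uM; 30 min 37 °C; Transcreener ADP HTRF detection, 30 min RT; ratio 665/615.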
MmCpn inh = M. maripaludis TRiC chaperonin inhibition; purified Mm-Cpn ATPase, ADP Transcreener TR-FRET; Potency, µM (top dose mostly 76.9 µM), for the others: at the top dose activity, negative = inhibition, actives largely listed as inhibitors; 0.031% of 330,000 active; AID 504842; further: potency means the concentration at half of the fitted maximal effect; on the % scale 0 is the no-effect control and ±100 the full control effect; nearly all actives have a fitted effect of over 80% in size
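Reaction buffer contained 30 mM Tris pH 7.4, 100 mM KCl, 5 mM MgCl2 and 1 mM DTT. Mm-CPN (25 nM final) hydrolysed 10 uM ATP over 30 min at 37°C; ADP was read by HTRF.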
EPAC2 antagonist = EPAC2 (human) antagonism. EPAC2 GEF exchange of Rap1B-BODIPY-GDP, fluorescence. Potency, µM (doses to about 114 µM), without a hit: at the top dose activity, negative = inhibition, actives largely listed as inhibitors. 0.18% of 360,000 active. AID 720708; further: potency means the concentration at half of the fitted maximal effect; on the % scale 0 is the no-effect control and ±100 the full control effect; nearly all actives have a fitted effect of over 45% in size; many of its hits are not listed in these tables
Target sequence (Q8WZA2 whole entry, looked up): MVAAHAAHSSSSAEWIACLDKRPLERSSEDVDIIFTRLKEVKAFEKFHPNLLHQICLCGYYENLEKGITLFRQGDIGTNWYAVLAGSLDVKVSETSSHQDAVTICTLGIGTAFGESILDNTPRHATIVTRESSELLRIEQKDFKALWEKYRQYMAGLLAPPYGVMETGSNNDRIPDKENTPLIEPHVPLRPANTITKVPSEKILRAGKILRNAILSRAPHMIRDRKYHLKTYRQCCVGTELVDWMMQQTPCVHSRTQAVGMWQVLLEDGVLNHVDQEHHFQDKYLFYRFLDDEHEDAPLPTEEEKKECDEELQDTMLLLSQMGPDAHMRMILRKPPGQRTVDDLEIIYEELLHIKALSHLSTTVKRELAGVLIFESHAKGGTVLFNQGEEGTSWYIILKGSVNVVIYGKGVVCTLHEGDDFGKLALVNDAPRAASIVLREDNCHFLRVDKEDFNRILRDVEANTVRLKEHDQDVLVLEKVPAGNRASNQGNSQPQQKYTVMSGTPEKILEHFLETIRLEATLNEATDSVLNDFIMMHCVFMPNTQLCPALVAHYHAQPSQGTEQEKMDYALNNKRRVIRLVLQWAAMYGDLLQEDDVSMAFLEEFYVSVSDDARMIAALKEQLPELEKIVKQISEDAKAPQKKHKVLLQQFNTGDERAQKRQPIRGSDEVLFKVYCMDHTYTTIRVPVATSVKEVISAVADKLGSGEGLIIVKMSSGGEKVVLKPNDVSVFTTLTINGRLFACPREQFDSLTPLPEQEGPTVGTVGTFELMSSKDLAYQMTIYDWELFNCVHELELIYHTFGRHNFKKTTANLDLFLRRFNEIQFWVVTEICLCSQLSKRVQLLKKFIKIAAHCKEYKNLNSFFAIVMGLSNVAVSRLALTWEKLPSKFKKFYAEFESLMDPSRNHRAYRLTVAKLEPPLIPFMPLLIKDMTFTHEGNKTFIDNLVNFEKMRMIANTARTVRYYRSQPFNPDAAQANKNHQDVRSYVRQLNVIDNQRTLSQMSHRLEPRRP
TGFb SMAD3 inh = inhibitors of TGF-b signaling | HepG2 CAGA-GFP TGF-b/SMAD3 reporter, GFP fluorescence, 18 h; TGF-beta stimulated, 500 pg/mL final | Potency, µM (doses to about 46.1 µM), inactives show top-dose activity, negative = inhibition, hits mostly inhibitors | 1.2% of 410,000 active; further: potency means the concentration at half of the fitted maximal effect; on the % scale 0 is the no-effect control and ±100 the full control effect; nearly all actives have a fitted effect of over 65% in size
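Per well, imaged GFP fluorescence of HEPG2 CAGA-GFP cells gives the signal; cells get compound, then TGF-beta (500 pg/mL final), 18 h at 37 degrees C; %Activity versus -TGF-beta and +DMSO controls.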
pAkt inh = inhibitors of Akt phosphorylation. Neuro2A IGF-stimulated pAkt S473 HTRF, 20 min; active compounds read low. activity change, % for hits at 50 µM. 0.32% of 360,000 active. AID 651550; in the data active means activity change below about -80%; inconclusive means mostly about -51% to -80%; further: on the % scale 0 is the no-effect control and ±100 the full control effect
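Single-point screen (50 µM final compound) in Neuro2A cells stimulated 20 min with 6 nM IGF at 37 deg C. After lysis, Ser473-phosphorylated Akt read by HTRF (ex 330 nm, em 615/665 nm) as the 665/615 ratio.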
A549 tox = A549 cytotoxicity, counter-screen for Nrf2 inhibitors | 0.16% of 390,000 active | AID 504648 | A549 ARE-Fluc cells, CellTiter-Fluor viability, 18-24 h | Potency, µM (doses to about 46 µM), inactives show at the highest dose activity change, negative = cytotoxicity, hits mostly inhibitors; further: potency means the concentration at half of the fitted maximal effect; on the % scale 0 is the no-effect control and ±100 the full control effect
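A549 ARE-Fluc cells in 5% FBS OPTI-MEM, 5000 cells/well, rested 2 h then exposed to compounds in concentration-response for 18-24 h at 37 °C. Viability by CellTiter-Fluor fluorescence (Ex 405/Em 525) after 30 min; luciferase luminescence (BugLite, 15 min, RT) read afterwards.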
Nrf2 inh = blocks Nrf2 signaling. A549 ARE-Fluc reporter, luciferase luminescence, 18-24 h. Potency, µM (titrated, usually from 46 µM), for inactives: at the top dose activity change, negative = inhibition, usual class: inhibitors. 2.1% of 360,000 active; further: potency means the concentration at half of the fitted maximal effect; on the % scale 0 is the no-effect control and ±100 the full control effect; nearly all actives have a fitted effect of over 60% in size
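Cells were seeded and rested 2 h, then exposed to compounds for 18-24 h. CellTiter-Fluor was read first as a viability measure. BugLite was added 15 min before the final luminescent read of ARE-luciferase activity in A549 cells.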
EPAC2 agonist = agonists of human EPAC2 (RAPGEF4); Q8WZA2; EPAC2 activation, biochemical qHTS; response scale: 100% = 6.5 mM cAMP response; Potency, µM (highest dose often 154 µM), without a hit: at the top dose activation, actives largely listed as activators; 0.079% of 360,000 active; AID 720711; further: potency means the concentration at half of the fitted maximal effect; nearly all actives have a fitted effect of over 50% in size
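Compounds were titrated in qHTS against a Rap1B-BODIPY-GDP (250 nM) complex with EPAC2 (100 nM) and GDP (50 uM). BODIPY-GDP release tracked at 480/540 nm over 30 min at room temperature, normalized to 6.5 mM cAMP.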
Nrf2 ARE act = Nrf2 pathway activation | Potency, µM (series often up to 46.1 µM), for inactives: at the top dose activation, hits mostly activators | 0.31% of 410,000 active | AREc32 ARE-luciferase reporter (MCF7-derived line), luminescence, 24 h; further: potency means the concentration at half of the fitted maximal effect; % of control where 0% means no effect; nearly all actives have a fitted effect of over 65% in size
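For detection, Steady-Glo was added and plates sat 30 min at RT; before that, AREc32_Fluc cells grown overnight in OPTI-MEM/5% FBS had been treated with 23 nL compound for 24 hr at 37 deg C.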
* marks the source's active call; other numbers are inactive results; i = inactive; ? = inconclusive; · = not tested or not shown; & = joins results of further samples; [ ] = another dose, or the depositor's remark. Unless noted, the call rests on the fitted dose curve; in most records, active means well fitted curve in the direction sought with a large enough effect; inconclusive means small, poorly fitted or top-dose-only effect, or another doubt; inactive means no such curve, though single readings can be large; an effect the other way counts as inactive or inconclusive.

Each structure is followed by: CCT modulator	MmCpn inh	EPAC2 antagonist	TGFb SMAD3 inh	pAkt inh	A549 tox	Nrf2 inh	EPAC2 agonist	Nrf2 ARE act
#1 O=C(COc1ccc(Cl)cc1Cl)NC(=O)N1CCCCC1
→ -3.7	0%	2%	2%	i	1%	?	0%	0.1%
#2 O=C(Nc1nnc(S(=O)(=O)N2CCCc3ccccc32)s1)c1ccccc1Cl
→ ·	·	·	?	·	8%	?	·	12%
#3 CCCCCCCCCCOC(=O)Cn1c(COc2ccc(OC)cc2)[n+](C)c2ccccc21
→ 1.2&3.8	-1%&-3%	?	10µM*	i	?	21µM*	1%&-4%	-3.2%&-3.0%
#4 CCOC(=O)N1CCN(C(=O)c2cccc(NC(=O)c3ccco3)c2)CC1
→ -2.9	0%	-4%	19%	i	2%	·	17%	0.5%
#5 Cc1ccc(NC(=O)CN(C)C(=O)CSc2nc(C)cs2)cc1
→ -1.2	-6%	-3%	8%	i	3%	-5%	0%	0.3%
#6 CCC(C)OC(=O)/C(C#N)=C\c1ccc(-c2ccccc2Cl)o1 (stereo not drawn)
→ ·	·	·	12%	·	0%	-1%	·	20%
#7 CN(Cc1ccccc1)C(=O)c1ncn2c1c(=O)[nH]c1cccnc12
→ 0.2	·	5%	2%	i	·	·	0%	-1.0%
#8 CCOC(=O)C1=C(C)N=c2s/c(=C/c3ccc(OCC(=O)O)cc3)c(=O)n2C1c1cc(OC)c(OC)c(OC)c1 (stereo not drawn)
→ -1.9	-5%	22%	10%	i	?	-12%	-59%[inhibitor]	3.1%
#9 CN(C)S(=O)(=O)c1ccc(NC(=O)COC(=O)C2COc3ccccc3O2)cc1 (stereo not drawn)
→ 2.6	2%	-11%	9%	i	2%	-3%	6%	-0.1%
#10 CCN(C(=O)COC(=O)/C=C/c1cnc2ccccc2n1)C1CCS(=O)(=O)C1 (stereo not drawn)
→ -0.1	0%	8%	-3%	i	4%	-7%	6%	?
#11 O=C(Nc1nn(Cc2ccccc2F)cc1Br)c1cccs1
→ 0.4	4%	3%	12%	i	2%	·	9%	0.0%
#12 CCOC(=O)c1c(C)[nH]c(C)c1C(=O)CSc1nc2ccccc2c(=O)n1-c1ccccc1C
→ -8.7	1%	?	0%	i	?	?	3%	5.9%
#13 CCn1c(SCc2ccc(C(=O)Nc3nccs3)cc2)nnc1-c1ccc(N)cc1
→ 1.4	0%	10%	?	i	-6%	?	-7%	3.6%
#14 COc1ccc(NC2CCCN(C(=O)CCc3cn[nH]c3)C2)cc1 (stereo not drawn)
→ 1.2	1%	-15%	-1%	i	-2%	3%	5%	-0.4%
#15 O=S(=O)(Nc1ccc(-c2ccc(N3CCOCC3)nn2)cc1)c1cc(Cl)ccc1Cl
→ 1.4	-1%	5%	-2%	i	-7%	3%	14%	-0.2%

Additional records follow.
Each structure is followed by: CCT modulator	MmCpn inh	EPAC2 antagonist	TGFb SMAD3 inh	pAkt inh	A549 tox	Nrf2 inh	EPAC2 agonist	Nrf2 ARE act
#16 CCN(CC)c1ccc(NC(=O)C(NS(=O)(=O)c2cccs2)C(C)C)c(C)c1 (stereo not drawn)
→ ·	·	·	4%	·	17%	-28%	·	1.0%
#17 CCCCC(=O)Nc1cc(C)c(NC(=O)c2cccs2)cn1
→ 1.5	0%	1%	14%	i	2%	-7%	-5%	-0.2%
#18 Cc1cc(C(=O)N2CCCC(N3CCN(c4ccccc4C)CC3)C2)no1 (stereo not drawn)
→ 0.8	·	-8%	-3%	i	·	·	-3%	0.1%
#19 O=S(=O)(c1ccc(F)cc1)N1CCN(CC(O)COCc2ccccc2)CC1 (stereo not drawn)
→ -3.6	·	-5%	0%	i	11%	-17%	2%	0.1%
#20 COc1ccc(CN2C=C3C(=O)C(C)(OC(=O)C4CCCC4)C(=O)C=C3C=C2c2ccsc2)cc1 (stereo not drawn)
→ 0.8	-19%	0%	-5%	i	-3%	-5%	8%	3.7%
#21 Cc1c(C(=O)O)oc2c(F)cccc12
→ -2.1	0%	2%	-11%	i	3%	4%	11%	-0.1%
#22 Cc1ccc(-c2cc(C(=O)NC3CCN(Cc4ccccc4)CC3)c3ccccc3n2)cc1
→ 1.5	0%	1%	1%	i	1%	12%	-6%	2.2%
#23 O=C(CCN1C(=O)C2CC=C(Cl)CC2C1=O)NCc1ccccc1 (stereo not drawn)
→ 0.3	0%	9%	39%	i	-3%	15%	4%	-0.3%
#24 S=c1nc(-c2ccc(Cl)cc2)[nH][nH]1
→ -1.7	0%	4%	3%	i	1%	0%	15%	4.9%
#25 CCCc1n[nH]c2c1/C(=N\O)CCC2
→ -3.2	-2%	-1%	-7%	i	-13%	-31%	2%	-0.9%
#26 CCCS(=O)(=O)N1CCN(Cc2ccc(OCc3ccccc3)c(OC)c2)CC1
→ -3.8	·	-10%	-19%	i	-3%	?	16%	2.7%
#27 Cc1ccc2cc(NC(=O)c3ccccc3)ccc2n1
→ -0.8	0%	-17%	-17%	i	-4%	?	4%	4.6%
#28 CCc1cccc(C)c1NC(=O)CCOc1ccccc1
→ -1.9	0%	-8%	-2%	i	5%	-2%	-4%	-0.3%
#29 Cn1c(=O)n(Cc2ccc(F)cc2)c(=O)c2c1nc1n2CCCN1Cc1ccccc1
→ -1.3	0%	-7%	2%	i	0%	·	6%	0.2%
#30 COc1ccc(NC(=O)c2cc(-c3cc(C)ccc3O)n[nH]2)cc1Cl
→ -8.9	1%	0%	7%	i	?	15%	7%	4.0%

Next results:
Each structure is followed by: CCT modulator	MmCpn inh	EPAC2 antagonist	TGFb SMAD3 inh	pAkt inh	A549 tox	Nrf2 inh	EPAC2 agonist	Nrf2 ARE act
#31 COC(=O)C1CCCN1S(=O)(=O)c1ccccc1NC(=O)c1cc(OC)c(OC)c(OC)c1 (stereo not drawn)
→ -3.1	0%	3%	0%	i	-3%	-14%	9%	2.9%
#32 COc1cc(C(=S)N2CCOCC2)ccc1O
→ 0.8	2%	2%	10%	i	4%	6%	-15%	0.4%
#33 CCC(C(=O)NCCc1ccc(OC)c(OC)c1)n1nc(C)c2sc3ccccc3c2c1=O (stereo not drawn)
→ ·	·	·	?	·	-12%	?	·	0.0%
#34 CC(=O)NC1C(OCc2ccccc2)OC(CO)C(OC(C)=O)C1OC(C)=O (stereo not drawn)
→ 0.6	0%	2%	-6%	i	2%	12%	-7%	0.1%
#35 CCOc1ccc(OCCC(=O)OCC(=O)Nc2ccc(N3CCOCC3)cc2)cc1
→ 0.6	0%	16%	-1%	i	-11%	2%	-1%	2.2%
#36 COc1ccc(C(=O)C2CN(c3ccccc3)CC2c2ccc(Cl)cc2)cc1 (stereo not drawn)
→ -0.1	1%	8%	-20%	i	-3%	-13%	14%	-0.4%
#37 CN(C(=O)CN1C(=O)S/C(=C\c2ccc(F)cc2)C1=O)C1CCS(=O)(=O)C1 (stereo not drawn)
→ 0.9	-2%	5%	-1%	i	2%	11%	1%	-2.7%
#38 C/C=C(/C)C(=O)Nc1cccc(C2=NOC3(C2)C[C@@H](C(N)=O)N(C(=O)CCCCC)C3)c1 (stereo partly drawn)
→ -0.8	0%	-4%	-1%	i	2%	0%	2%	0.2%
#39 CCc1ccc2c(c1)C(NC(C)=O)C(=O)N2CCN1CCOCC1 (stereo not drawn)
→ 0.9	?	0%	-1%	i	-2%	0%	-2%	-0.6%
#40 COc1ccc(-c2noc(-c3ccc(N4CCOCC4)c([N+](=O)[O-])c3)n2)cc1
→ ·	·	·	7%	·	5%	?	·	0.1%

Along the list, as entered above.
Nos. 17 to 22 in Nrf2 ARE act read -0.2%, 0.1%, 0.1%, 3.7%, -0.1%, 2.2%

An excerpt of these results, as labelled records.
(32) COc1cc(C(=S)N2CCOCC2)ccc1O
  CCT modulator: 0.8
  MmCpn inh: 2%
  EPAC2 antagonist: 2%
  TGFb SMAD3 inh: 10%
  pAkt inh: i
  A549 tox: 4%
  Nrf2 inh: 6%
  EPAC2 agonist: -15%
  Nrf2 ARE act: 0.4%

(33) CCC(C(=O)NCCc1ccc(OC)c(OC)c1)n1nc(C)c2sc3ccccc3c2c1=O (stereo not drawn)
  CCT modulator: ·
  MmCpn inh: ·
  EPAC2 antagonist: ·
  TGFb SMAD3 inh: ?
  pAkt inh: ·
  A549 tox: -12%
  Nrf2 inh: ?
  EPAC2 agonist: ·
  Nrf2 ARE act: 0.0%

Quoted at random: 2 compounds from above, in no set order.
Each structure is followed by: CCT modulator	MmCpn inh	EPAC2 antagonist	TGFb SMAD3 inh	pAkt inh	A549 tox	Nrf2 inh	EPAC2 agonist	Nrf2 ARE act
#33 CCC(C(=O)NCCc1ccc(OC)c(OC)c1)n1nc(C)c2sc3ccccc3c2c1=O (stereo not drawn)
→ ·	·	·	?	·	-12%	?	·	0.0%
#38 C/C=C(/C)C(=O)Nc1cccc(C2=NOC3(C2)C[C@@H](C(N)=O)N(C(=O)CCCCC)C3)c1 (stereo partly drawn)
→ -0.8	0%	-4%	-1%	i	2%	0%	2%	0.2%

Some of the compounds tested; count on the stated rates, not on these rows.
